HTR5A inv ag = HTR5A inverse agonism, opioid heterodimer counter-screen; inhibition, % at 9.3 µM; P47898; HTR5A cell line, luminescence; actives 0.083% (n = 340,000); AID 504634; in the data active = inhibition mostly above about 23%, no sharp cut-off; inactive = mostly below about 18%;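 also: 0% = cells with DMSO and 100% = no-cell wells with DMSO; some compounds called inactive have numbers as strong as hits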
SUMO Mot1 rescue = inhibitors of SUMOylation pathway: yeast Mot1-301 growth rescue; S. cerevisiae Mot1-301 growth rescue, ATP luminescence, 38.5C; percent above DMSO median, 100 means doubled; growth rescue, % at 18.8 µM; actives 1% (n = 320,000);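 active = every valid replicate shows activation above 250% relative to neutral control wells; inactive = the rest, any valid replicate at or below 250%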;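 also: OY570 slx delta 5 strain wells were the positive control but not used for scaling; some compounds called inactive have numbers as strong as hits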
DAGLB inh = diacylglycerol lipase beta (human) inhibition. Q8NCG7. HEK293T DAGLB membrane lysate, EnzChek fluorogenic substrate. inhibition, % at 5.17 µM. actives 0.059% (n = 340,000); in the data active = inhibition above about 34%;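 also: 0% = enzyme with vehicle and 100% = wells lacking enzyme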
Target sequence (Q8NCG7 whole entry, looked up): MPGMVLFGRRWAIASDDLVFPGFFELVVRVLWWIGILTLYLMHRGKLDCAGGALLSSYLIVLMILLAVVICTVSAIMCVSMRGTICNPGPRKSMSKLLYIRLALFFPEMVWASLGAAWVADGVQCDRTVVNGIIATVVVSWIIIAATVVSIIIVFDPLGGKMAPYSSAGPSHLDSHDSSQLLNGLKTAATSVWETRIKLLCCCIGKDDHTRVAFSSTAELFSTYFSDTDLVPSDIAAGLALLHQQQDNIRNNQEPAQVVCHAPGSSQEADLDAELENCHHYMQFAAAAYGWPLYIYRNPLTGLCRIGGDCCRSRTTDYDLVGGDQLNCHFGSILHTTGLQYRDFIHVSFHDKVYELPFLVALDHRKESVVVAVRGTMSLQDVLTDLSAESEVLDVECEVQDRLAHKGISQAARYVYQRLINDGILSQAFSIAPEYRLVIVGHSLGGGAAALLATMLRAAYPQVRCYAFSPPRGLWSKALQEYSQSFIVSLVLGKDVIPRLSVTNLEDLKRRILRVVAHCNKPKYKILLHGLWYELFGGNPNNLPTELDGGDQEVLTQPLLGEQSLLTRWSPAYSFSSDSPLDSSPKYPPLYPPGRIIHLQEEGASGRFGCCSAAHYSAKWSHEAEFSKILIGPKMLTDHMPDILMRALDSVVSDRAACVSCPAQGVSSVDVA
Ecoli viability = reduces bacterial viability in AddAB counter-screen. inhibition, % at 11.9 µM. actives 0.27% (n = 330,000). E. coli V3065 growth, OD600 absorbance, 18 h;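 active = inhibition above the campaign's mean inhibition across all tested compounds plus 3 SD, cut at about 9.9% in these data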;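 also: uninfected addAB+ strain grown without phage in ampicillin broth; 0% = DMSO wells and 100% = ciprofloxacin 0.95 µg/ml wells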
AddAB inh = less growth of phage-infected E. coli with AddAB. E. coli expressing H. pylori AddAB, absorbance growth. inhibition, % at 11.9 µM. actives 0.29% (n = 330,000). AID 435030; in the data active = inhibition above about 12%;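 also: 0% = vehicle wells of infected cells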
Tat transport = blocks Tat-dependent protein export in E. coli | inhibition, % at 10 µM | E. coli MC4100 TorA-mCherry Tat export, fluorescence | actives 0.036% (n = 340,000) | AID 488895;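 active = mean replicate inhibition at least 50% and at least half of replicates individually reaching 50%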;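 also: exported cargo escapes ClpAP degradation while cytoplasmic cargo is degraded and loses fluorescence; 0% = median of neutral control wells and 100% = median of NaSCN control wells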
phage Ecoli inh = E. coli growth loss with phage present | inhibition, % at 11.9 µM | AID 651602 | actives 0.26% (n = 360,000) | growth absorbance; in the data active = inhibition above about 11%
HTR5A ag = counter-screen for OPRM1-OPRD1 agonists: human HTR5A agonism. P47898. HTR5A agonist assay, luminescence, cell-based. activation, % at 9.3 µM. actives 0.61% (n = 340,000); in the data active = activation mostly above about 9.5%, no sharp cut-off; inactive = mostly below about 7.6%;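 also: 0% = cells with vehicle only and 100% = reference agonist; strong numbers were not always called active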
PKA-R2B activ = activates the human PKA-R2B holoenzyme complex; PKA-R2B holoenzyme dissociation, Cy5-IP20 fluorescence polarization; R2B truncated from residue 108, S112A mutant; 0% DMSO only, 100% 113 µM cGMP; activation, % at 11.4 µM; actives 0.079% (n = 340,000); AID 504700;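 active = activation above a cutoff set at the mean over all compounds plus 3 SD, cut at about 18% in these data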;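 also: higher means more holoenzyme dissociation and a rise in polarization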
Target sequence (P31323 whole entry, looked up, other chains not shown, the tested form may be a part): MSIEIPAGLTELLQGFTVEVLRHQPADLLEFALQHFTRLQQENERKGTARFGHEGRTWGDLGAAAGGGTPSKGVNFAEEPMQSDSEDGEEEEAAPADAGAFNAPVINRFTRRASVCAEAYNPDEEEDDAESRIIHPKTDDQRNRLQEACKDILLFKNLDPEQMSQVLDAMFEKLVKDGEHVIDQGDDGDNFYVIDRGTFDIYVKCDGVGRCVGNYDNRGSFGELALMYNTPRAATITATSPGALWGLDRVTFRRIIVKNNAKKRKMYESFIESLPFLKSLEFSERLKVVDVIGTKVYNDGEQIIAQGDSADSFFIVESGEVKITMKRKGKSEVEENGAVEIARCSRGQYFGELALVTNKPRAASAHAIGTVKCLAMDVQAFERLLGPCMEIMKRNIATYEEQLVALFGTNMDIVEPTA
CDK5 inh = inhibitors of human CDK5/p35 kinase; Recombinant CDK5/p35, ADP-Glo luminescence, 60 min; inhibition, % at 10 µM; actives 0.01% (n = 330,000);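 active = highest replicate inhibition of at least 50% and at least 75% of replicates reaching 50%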;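 also: plate controls were DMSO neutral control for no effect and GW8510 at 10 µM for full effect; many of its hits are not listed in these tables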
PKA-R1A act = activators of PKA-R1A complex; P00514+P68181; PKA-R1A dissociation, Cy5-IP20 fluorescence polarization; scaled: DMSO 0%, 113 µM cGMP 100%; activation, % at 11.4 µM; actives 0.083% (n = 340,000); AID 504707;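 active = percent activation above the mean of all tested compounds plus 3 SD, cut at about 19% in these data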;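 also: higher means more PKAc released from R1A so a rise in polarization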
Numbers without * were called inactive; . = no result given. This is a random part of the collection (roughly 2.3% active in at least one column).

SMILES | HTR5A inv ag | SUMO Mot1 rescue | DAGLB inh | Ecoli viability | AddAB inh | Tat transport | phage Ecoli inh | HTR5A ag | PKA-R2B activ | CDK5 inh | PKA-R1A act
OC(CN1CCCCC1)CN1CCCCC1 | 6 | 9 | 1 | -1.8 | 1.0 | -8 | 0.6 | -7 | 7 | -0.5 | 6
CC(C(=O)Nc1ccc(F)c(F)c1F)N(C)CCOc1ccccc1 (stereo not drawn) | -16 | 30 | -12 | -0.8 | 0.6 | 4 | 1.5 | 7 | -3 | -0.4 | -4
CC(C)C(OC(=O)c1cccs1)C(=O)NCc1ccccc1 (stereo not drawn) | 6 | -7 | 0 | 1.8 | 3.6 | 4 | 3.0 | -2 | -4 | 1.0 | -3
COc1ccc(S(=O)(=O)N(C)c2ccc(C(=O)NCc3ccccn3)cc2)cc1OC | -1 | -9 | 2 | 2.0 | 1.2 | 1 | 1.6 | 2 | -7 | -0.9 | 12
CC(C)(C)NC(=O)CN(C(=O)CCC(=O)Nc1nccs1)c1ccc2c(c1)OCCO2 | -33 | 543* | 1 | -0.4 | 3.2 | 37 | 0.9 | 12 | -11 | -9.5 | -1
Cc1ccc(S(=O)(=O)NC(=O)NC(C)(C)C)cc1 | 3 | -1 | 1 | -0.2 | -0.3 | 0 | 1.1 | -1 | -2 | 0.2 | 5
COc1ccc(/C=N/NC(=O)c2ccco2)cc1Cn1nc(C)cc1C | -19 | 146 | 1 | 0.9 | 0.9 | 1 | 2.1 | -2 | -2 | -1.6 | -2
Cc1cccc(C)c1NC(=O)CNC(=O)C(C)N1CCCCC1 (stereo not drawn) | -1 | -15 | -2 | -1.8 | 1.1 | -1 | 0.5 | 1 | -1 | 0.2 | -2
O=C(c1ccc(Cl)c(S(=O)(=O)N2CCCCC2)c1)N1CCCCCC1 | -8 | 4 | -3 | -1.0 | -1.2 | 2 | 1.4 | 3 | 8 | 0.9 | -2
CCOC(=O)N1CCC(N2Cc3cccc(C(=O)Nc4ccc(OCC)cc4)c3C2=O)CC1 | 15 | -11 | 2 | 0.9 | 2.5 | -3 | -0.9 | -3 | 9 | 1.0 | 5
O=C(c1ccc(CNS(=O)(=O)c2cccc(Cl)c2)cc1)N1CCCCC1 | -3 | -2 | 1 | 2.9 | 2.2 | -3 | 2.3 | 5 | -3 | -0.8 | -2
C/C(=N/NC(=O)c1ccncc1)c1ccc2c(c1)OCO2 | 9 | 12 | -1 | -0.4 | -1.2 | -13 | -0.3 | -2 | -8 | -0.4 | 7
COC(=O)c1cc(CSc2nnc(-c3ccccc3)c(-c3ccccc3)n2)oc1C | 30 | -9 | -9 | -3.0 | 0.4 | 1 | -1.0 | -12 | -3 | 1.8 | 6
Cc1ccc(C2C(C#N)=C(N)OC3=C2C(=O)CCC3)s1 (stereo not drawn) | -14 | -25 | -2 | 0.3 | 3.4 | -1 | 1.1 | -2 | -23 | -3.4 | 6
NS(=O)(=O)c1ccc(CCNC(=O)COC(=O)/C=C/c2ccc(Cl)cc2)cc1 | -5 | -12 | -3 | 2.9 | 1.1 | 2 | 4.3 | -1 | 5 | -2.5 | 2
Clc1cccc(CSc2nnc([C@@H]3CCCN3)o2)c1 | 2 | 0 | -2 | 0.4 | 3.5 | -8 | 2.2 | 3 | -5 | 1.9 | -10
COc1ccc(OC)c(N/C(=N/c2nc(C)cc(C)n2)NC(C)=O)c1 | 31 | 34 | 0 | 2.8 | 7.1 | -5 | 1.1 | 2 | -5 | 0.0 | -6
O=[N+]([O-])c1ccc2[nH]c(=S)[nH]c2c1 | -10 | . | 0 | . | . | 1 | 3.0 | 3 | 3 | 0.9 | 10
COc1ccc(/C=N/N2CCOCC2)cc1OCc1ccccc1 | -4 | -2 | -2 | 2.1 | 2.5 | -9 | 5.6 | 1 | 4 | -0.9 | -2
CCCCCCCCCCCCOC1OC(CO)C(O)C(O)C1NC(C)=O (stereo not drawn) | -4 | -5 | 1 | 0.2 | 0.5 | -11 | 2.0 | 1 | 5 | 0.4 | -2
CCOC(=O)c1sc(N)c(C#N)c1COC(=O)C1=COCCO1 | 8 | 6 | -3 | 1.2 | 2.0 | 4 | 2.7 | 0 | -11 | 1.1 | 0
CC(C)(C)c1nc2ccccc2[nH]1 | -5 | 169 | 0 | -0.9 | 1.8 | -4 | 5.2 | 4 | -2 | -1.2 | 2
CC[C@]12c3[nH]c4ccccc4c3CCN1C(=O)C(CC(=O)NCCCn1ccnc1)C[C@@H]2C(=O)N1CCN(C(=O)C2CC2)CC1 (stereo partly drawn) | -8 | -2 | -1 | -1.4 | 1.3 | -6 | 3.7 | 2 | 4 | -1.5 | 0
Cc1c(Cl)cccc1NC(=O)CN1CCC(C(O)(c2ccccc2)c2ccccc2)CC1 | -48 | -19 | -10 | 1.1 | 1.4 | 4 | 1.7 | -2 | -10 | 0.0 | -11
COc1cccc(Oc2ccc(C(F)(F)F)cc2NC(=O)CN2C(=O)NC3(CCCC3)C2=O)c1 | -25 | 7 | -1 | -2.2 | 0.5 | -36 | 1.2 | 10 | -7 | 0.2 | -8
S=c1[nH]nc(-c2cccnc2)n1/N=C/C(Cl)=C\c1ccccc1 | 3 | 7 | 0 | 0.9 | 2.9 | -6 | 2.5 | -1 | -2 | 0.2 | -4
COc1cc(OC)c(NC(C)C(=O)NCc2ccccc2)cc1Cl (stereo not drawn) | 11 | -3 | -1 | -1.7 | 1.9 | -7 | 4.0 | -4 | -7 | 1.5 | 1
Cc1ccccc1C(=O)Nc1ccc(-c2nnc(SC(C)C(=O)O)n2C)cc1 (stereo not drawn) | 8 | 101 | -2 | 0.9 | -1.8 | 8 | 1.7 | -3 | 1 | -0.6 | 2
COc1ccc(/C=N/NC(=O)CNc2ccc(Br)cc2)c(C(=O)O)c1OC | -9 | 33 | -2 | -0.4 | 1.6 | -3 | 1.4 | 3 | -5 | -0.7 | -7
CCCS(=O)(=O)N1CCN(Cc2ccncc2)CC1 | 3 | 5 | -1 | 0.9 | -0.2 | -8 | -0.2 | -1 | 2 | -2.6 | 2
Cc1cc(NC(=O)CSc2nc3cc(Cl)ccc3o2)no1 | -3 | 9 | 6 | -4.6 | 0.2 | -8 | 0.8 | -3 | 6 | -0.1 | 8
Cn1c(CC(=O)NCCO)c(Sc2ccccc2)c2ccccc21 | -8 | -2 | 2 | 0.9 | -0.2 | 15 | -0.4 | 3 | -10 | 0.1 | -4
CCc1ccc(NC(=O)[C@H](C)NC(=O)C2CCN(C(=O)[C@@H](N)CC(C)C)CC2)cc1 | -13 | -14 | -1 | 1.4 | 0.5 | 5 | 1.7 | 4 | -10 | 1.9 | 5
COc1ccccc1CN1CCNC(=O)C1CC(=O)NCCCn1cccn1 (stereo not drawn) | -1 | -20 | -2 | -2.7 | 1.2 | 9 | 3.2 | -1 | -8 | 1.9 | -4
CC(Sc1nccn1C)C(=O)Nc1ccc(C(N)=O)cc1 (stereo not drawn) | 5 | -5 | 0 | 0.3 | -1.1 | 5 | -1.6 | -5 | 1 | -1.8 | 10
CCOc1ccc(C(CC(=O)O)NC(=O)C23CC4CC(CC(C4)C2)C3)cc1OC (stereo not drawn) | -4 | -9 | -1 | -0.8 | 0.8 | 7 | 5.8 | 2 | 0 | 1.5 | 6
O=C(C1CCCCC1)N1CCC(n2nnc3ccccc32)CC1 | 11 | 29 | 2 | 0.1 | 2.0 | 3 | 2.1 | 4 | 14 | -1.4 | -2
COc1ccccc1-c1nnc(SCC(=O)N2CCOCC2)o1 | -25 | 0 | 2 | 0.9 | 5.4 | 0 | 2.6 | 9 | 0 | 0.0 | 1
Cc1ccc(S(=O)(=O)NC(C(=O)N2CCOCCOCCOCCOCC2)C(C)C)cc1 (stereo not drawn) | 7 | 9 | -1 | 1.2 | 2.5 | -8 | 1.5 | -3 | 7 | 1.5 | -14
Cc1cccc(NS(=O)(=O)c2cc(C(=O)NCc3ccccn3)ccc2C)c1 | 7 | -15 | -4 | . | . | -2 | -2.5 | -2 | -5 | 0.6 | -7
CCOC(=O)N1CCC(NC(=O)CSCc2nc(-c3ccc(OCC)cc3)oc2C)CC1 | -12 | -34 | -2 | -1.4 | 2.9 | -1 | -0.8 | 4 | -2 | . | -6
CC(=O)NC(Cc1ccc(F)c(F)c1)C(=O)NC1CCN(C(=O)c2ccc(C)cc2)CC1 (stereo not drawn) | -3 | 15 | 0 | -0.2 | -0.1 | 15 | 3.8 | 2 | -2 | 0.3 | -3
Cc1ccc(NC(=O)c2cc(C)no2)cc1 | -1 | -7 | -5 | 0.3 | 1.1 | -4 | 4.1 | 0 | 2 | -0.6 | -1
O=C(NCCNCCO)C1(C(F)(F)F)C/C(=C\Cc2ccccc2)CCCO1 (stereo not drawn) | -20 | 1 | -5 | -1.0 | 0.3 | 2 | 2.1 | 7 | -6 | -1.4 | -1
O=C(CSc1ncnc2c1oc1ccccc12)Nc1ccc2c(c1)OCCO2 | -4 | 25 | 0 | -0.6 | -1.1 | -4 | 4.5 | 2 | -1 | 4.3 | -11
O=C(NCc1cccnc1)c1ccccc1Br | -18 | -1 | 2 | -0.4 | 2.9 | 3 | 0.0 | 0 | 2 | 4.3 | 10

In the list so far, these contain an aryl thioether with sulfur outside any ring:
SMILES | HTR5A inv ag | SUMO Mot1 rescue | DAGLB inh | Ecoli viability | AddAB inh | Tat transport | phage Ecoli inh | HTR5A ag | PKA-R2B activ | CDK5 inh | PKA-R1A act
COC(=O)c1cc(CSc2nnc(-c3ccccc3)c(-c3ccccc3)n2)oc1C | 30 | -9 | -9 | -3.0 | 0.4 | 1 | -1.0 | -12 | -3 | 1.8 | 6
Clc1cccc(CSc2nnc([C@@H]3CCCN3)o2)c1 | 2 | 0 | -2 | 0.4 | 3.5 | -8 | 2.2 | 3 | -5 | 1.9 | -10
Cc1ccccc1C(=O)Nc1ccc(-c2nnc(SC(C)C(=O)O)n2C)cc1 (stereo not drawn) | 8 | 101 | -2 | 0.9 | -1.8 | 8 | 1.7 | -3 | 1 | -0.6 | 2
Cc1cc(NC(=O)CSc2nc3cc(Cl)ccc3o2)no1 | -3 | 9 | 6 | -4.6 | 0.2 | -8 | 0.8 | -3 | 6 | -0.1 | 8
Cn1c(CC(=O)NCCO)c(Sc2ccccc2)c2ccccc21 | -8 | -2 | 2 | 0.9 | -0.2 | 15 | -0.4 | 3 | -10 | 0.1 | -4
CC(Sc1nccn1C)C(=O)Nc1ccc(C(N)=O)cc1 (stereo not drawn) | 5 | -5 | 0 | 0.3 | -1.1 | 5 | -1.6 | -5 | 1 | -1.8 | 10
COc1ccccc1-c1nnc(SCC(=O)N2CCOCC2)o1 | -25 | 0 | 2 | 0.9 | 5.4 | 0 | 2.6 | 9 | 0 | 0.0 | 1
O=C(CSc1ncnc2c1oc1ccccc12)Nc1ccc2c(c1)OCCO2 | -4 | 25 | 0 | -0.6 | -1.1 | -4 | 4.5 | 2 | -1 | 4.3 | -11
